# Screening data from PubChem BioAssay.
# FXIa inh – factor XIa (human) inhibition. P03951. purified FXIa, Boc-Glu-Ala-Arg-AMC fluorogenic substrate. inhibition, % at 5 µM. AID 798. hit rate 0.14% among 220,000;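 active means inhibition of at least 40%; inactive means inhibition below 40%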;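 further: fluorescence of freed AMC excited at 355 nm; 0% = enzyme without compound and 100% = no enzyme blank; many of its hits are not listed in these tables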
# Hck Nef HTS – inhibitors of human Hck kinase activated by Nef; AID 463187; Recombinant Hck-YEEI plus Nef, Z-Lyte FRET kinase assay; P08631; inhibition, % at 20 µM; hit rate 0.68% among 220,000;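 active means Hck-Nef kinase inhibition above about 50%, limit read from the data; inactive means inhibition below that limit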;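 further: 0% = DMSO with Hck plus Nef and 100% = Hck alone without Nef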
# FXIIa inh – inhibitors of human coagulation factor XIIa | P00748 | purified FXIIa, Boc-QGR-AMC fluorogenic substrate, 2 h | inhibition, % at 5 µM | hit rate 0.3% among 220,000; in the data active means inhibition above about 40%;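 further: 0% = enzyme with no compound and 100% = blank without enzyme; many of its hits are not listed in these tables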
# Target sequence (P00748 20-372 limits assumed): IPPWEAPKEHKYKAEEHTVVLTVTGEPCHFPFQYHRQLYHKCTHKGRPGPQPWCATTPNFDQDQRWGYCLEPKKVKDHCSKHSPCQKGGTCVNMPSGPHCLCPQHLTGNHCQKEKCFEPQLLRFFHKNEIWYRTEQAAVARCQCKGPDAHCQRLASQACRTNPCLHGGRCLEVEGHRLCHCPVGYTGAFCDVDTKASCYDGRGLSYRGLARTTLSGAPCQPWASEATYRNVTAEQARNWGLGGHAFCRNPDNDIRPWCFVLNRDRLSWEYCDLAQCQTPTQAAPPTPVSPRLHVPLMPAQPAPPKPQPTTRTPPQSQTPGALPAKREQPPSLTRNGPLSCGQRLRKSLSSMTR
# Target sequence (P00748 373-615 limits assumed): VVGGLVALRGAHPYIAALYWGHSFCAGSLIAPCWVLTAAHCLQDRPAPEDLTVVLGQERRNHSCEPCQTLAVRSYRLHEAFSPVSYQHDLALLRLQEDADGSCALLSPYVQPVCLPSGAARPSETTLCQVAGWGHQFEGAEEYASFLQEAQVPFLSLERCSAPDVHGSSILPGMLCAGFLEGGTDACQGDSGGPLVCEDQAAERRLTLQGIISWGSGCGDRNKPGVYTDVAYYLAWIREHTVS
# Cl transport mod – modulates chloride dependent transport by human KCC2. KCC2 cells, thallium flux FluoZin-2 fluorescence. hit rate 2.2% among 190,000. B-score of Tl+ flux slope (higher = more flux/activation; lower = inhibition) at 10 µM. Q9H2X9. AID 1456;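 active means thallium flux slope and its plate-corrected score both differing from the plate sample mean at a set confidence after two filtering rounds, in either direction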;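 further: slope of fluorescence scaled to starting intensity during 10 to 20 s after thallium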
# TNF death inh – inhibitors of TNF-alpha induced necroptosis in Jurkat FADD-/- cells; hit rate 0.068% among 220,000; Jurkat FADD-/- TNF necroptosis rescue, ATP luminescence, 24 h; 0 = TNF only, 100 = no-TNF cells; activation (protection from cell death), % at 10 µM;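 active means activation, meaning protection from cell death, of at least 50% relative to plate controls; inactive means activation below 50%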;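 further: necroptosis triggered by 40 ng/mL TNF-alpha added together with compound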
# L929 necroptosis – L929 zVAD cell death inhibition | L929 zVAD necroptosis rescue, ATP luminescence, 24 h; with zVAD 60 µM | viability rescue, % at 10 µM | hit rate 0.38% among 220,000;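 active means activation, scaled between plate controls, above about 75%, limit read from the data; inactive means activation under that limit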;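 further: 0% = zVAD with DMSO and 100% = DMSO alone without zVAD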
# Thrombin inh – inhibitors of human thrombin; P00734; alpha-thrombin, Boc-VPR-AMC fluorogenic substrate cleavage; inhibition, % at 5 µM; hit rate 0.26% among 220,000;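 active means inhibition at or above 40%; inactive means inhibition below 40%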;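 further: 0% = enzyme with no compound and 100% = wells without enzyme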
#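 System – human alpha-thrombin protein · Reagent – Boc-VPR-AMC substrate, 15 µM final · Compound – 5 µM single dose in 0.2% DMSO · Schedule – reaction at room temperature · Technique – AMC fluorescence at 355 nm excitation and 460 nm emission · Read-out basis – % inhibition relative to enzyme controls and enzyme-free blanks · Control set – no-compound enzyme wells and no-enzyme blanks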
# hK5 inh – blocks human kallikrein 5 protease activity. inhibition, % at 5 µM. recombinant hK5, fluorogenic AMC substrate cleavage. AID 873. hit rate 0.59% among 210,000;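 active means inhibition of 40% or more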;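 further: 0% = enzyme controls without compound and 100% = no-enzyme blanks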
# Target sequence (Q9Y337 67-293 limits assumed): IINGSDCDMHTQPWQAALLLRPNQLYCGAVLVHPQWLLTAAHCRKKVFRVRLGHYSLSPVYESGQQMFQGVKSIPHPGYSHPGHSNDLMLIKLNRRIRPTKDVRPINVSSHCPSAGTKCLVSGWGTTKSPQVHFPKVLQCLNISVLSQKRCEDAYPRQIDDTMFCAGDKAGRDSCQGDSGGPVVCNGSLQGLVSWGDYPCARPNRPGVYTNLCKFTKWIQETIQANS
# Rad51 HR inh – Rad51 (human) homologous recombination inhibition; Q06609; hit rate 0.085% among 200,000; hRad51 DNA strand exchange, fluorescence dequenching; inhibition, % at 10 µM; AID 1385;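 active means inhibition above 40% at the single screening dose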;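 further: 0% = DMSO control wells and 100% = blanks with heterologous ssDNA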
#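 System: hRad51 filaments on single-stranded DNA; reagent: Fluorescein- and BHQ1-tagged 47-mer duplex; compound dosing: one concentration, 10 µM final; timing: filaments 15 min 37 °C, then compound 30 min; measured by: fluorescein emission 520 nm, excitation 485 nm; benchmarks: per-plate controls and blanks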
# * marks the source's active call; other numbers are inactive results; . = no result given. Some of the compounds tested (hit frequency here may not be typical).
SMILES,FXIa inh,Hck Nef HTS,FXIIa inh,Cl transport mod,TNF death inh,L929 necroptosis,Thrombin inh,hK5 inh,Rad51 HR inh
C=CCNC(=O)/C(=C/c1ccc(Br)cc1)NC(=O)c1ccccc1OC,-4.6,14.2,2.9,-3.08,-0.6,0.9,8.3,-6.2,23.3
COc1cc(OC)nc(NC(=O)CN2CCN(c3ccc(F)cc3)CC2)n1,-6.0,11.8,10.0,0.301,-1.0,0.0,4.7,-24.2,6.5
O=C(COc1ccccc1[N+](=O)[O-])NNC(=O)Nc1cccc2ccccc12,-0.6,13.1,3.8,-0.272,-1.6,0.9,-3.7,-3.7,25.0
COc1ccc(NC(=O)COc2nsnc2N2CCCCC2)cc1,3.8,-0.8,10.1,0.204,0.2,-0.3,1.9,-22.3,6.3
CC(C)C(=O)Nc1cccc(C(=O)NCc2ccc3c(c2)OCO3)c1,-3.0,1.3,10.2,0.246,-10.4,0.1,-0.7,-0.2,9.2
CCCC(=O)Nc1sc(C)c(C)c1C#N,-1.5,23.6,4.0,-0.0436,0.6,1.1,-6.2,0.5,-0.3
CCC(=O)c1ccc(OCC(=O)O)c(OC)c1,-2.8,2.9,6.2,-0.709,0.5,0.4,-3.9,1.6,-7.4
Cc1[nH]n(-c2cccc(Cl)c2)c(=O)c1C=NCC(C)C,-17.7,20.7,4.4,-0.143,1.6,9.1,-7.7,-5.7,14.9
Cc1ccc(S(=O)(=O)Cc2cn3cccnc3n2)cc1,-4.6,1.6,5.7,1.24,0.0,2.9,-5.2,-16.3,.
Cc1oc(C(C)(C)C)c(CN2CCOCC2)c1C(=O)O,-7.4,14.4,6.3,0.365,0.1,20.4,2.8,3.3,-6.9
CCC(=O)NC(=S)Nc1ccc(NC(=O)CC)cc1,-6.5,-1.4,-5.8,0.0502,0.4,0.1,-7.2,-9.0,.
CC(C(=O)Nc1nc2ccccc2[nH]1)N1C(=O)C2CC=CCC2C1=O (stereo unspecified),0.3,3.4,9.6,-1.61,-1.8,0.5,-0.9,-21.3,0.7
CCOC(=O)c1c(C)[nH]c(C)c1C(=O)CSc1nncs1,-1.0,20.6,6.6,-0.193,-0.5,0.4,-10.6,0.8,-4.6
CC(=O)N1CCc2cc(S(=O)(=O)CCC(=O)N3CCc4ccccc4C3)ccc21,7.8,-1.9,-4.5,0.746,-0.7,-0.6,6.0,-16.8,-0.2
CCCCOCCCNC(=O)N[C@H](C(=O)O)C(C)CC (stereo partly specified),-3.0,7.2,4.8,0.621,-0.1,-0.1,0.5,0.2,14.4
CCOP(=O)(c1ccccc1)c1nc(-c2ccccc2C)oc1N1CCCCC1 (stereo unspecified),-4.7,0.5,14.1,.,2.9,0.8,-6.2,-15.6,7.1
COC(=O)c1ccccc1NC(=O)C1CCN(C(=O)c2cc(OC)cc(OC)c2)CC1,-4.2,0.0,-7.2,.,-0.8,-0.4,-2.4,0.8,-2.7
CC(=O)c1cccc(NC(=O)c2ccc(S(=O)(=O)N3CCCCC3)cc2)c1,-2.3,6.2,8.2,-0.708,-0.9,-0.7,-8.3,-16.9,0.0
CCOC(=O)N1CCN(Cc2cc(=O)oc3ccc(Cl)cc23)CC1,-16.6,0.2,2.0,0.759,-2.2,-0.3,-4.2,-2.4,0.2
O=C(CSc1nncc2ccccc12)N1CCCCC1,-5.3,23.6,2.3,-0.351,-1.2,0.6,-15.7,-3.6,9.4
COc1ccc(C)cc1N/C(N)=N/c1nc(C)cc(C)n1,-4.0,23.4,5.8,-0.376,1.5,-2.3,-9.8,-1.8,8.3
Cc1cc(C)c2ccc(N)nc2c1O,6.5,-0.9,14.6,-0.4,-10.7,-0.1,-0.6,-13.3,4.9
Cc1ccc(NC(=O)CSc2nnc(CCCCCNC(=O)OC(C)(C)C)o2)c(C)c1,2.6,1.0,12.5,.,-0.3,1.2,9.0,26.1,1.7
Cc1c(/C=N\NC(=O)C2COc3ccccc3O2)c2ccccc2n1C (stereo unspecified),4.0,2.7,6.0,-0.588,-4.2,-0.3,-2.5,-5.9,2.1
COc1cc(C(=O)NCC(=O)OCc2ccccc2Cl)cc(OC)c1OC,0.9,12.3,4.9,-0.641,-0.1,1.4,3.8,-2.1,28.9

# Sorted by the number under Cl transport mod (highest first): 3 from the list above
smiles	Cl transport mod
CCC(=O)NC(=S)Nc1ccc(NC(=O)CC)cc1	0.0502
COc1ccc(C)cc1N/C(N)=N/c1nc(C)cc(C)n1	-0.376
C=CCNC(=O)/C(=C/c1ccc(Br)cc1)NC(=O)c1ccccc1OC	-3.08

# Continued.
SMILES,FXIa inh,Hck Nef HTS,FXIIa inh,Cl transport mod,TNF death inh,L929 necroptosis,Thrombin inh,hK5 inh,Rad51 HR inh
Cc1ccc(-c2nn(CC(=O)N3CCOCC3)c(=O)c3ccccc23)cc1S(=O)(=O)N(C)C,4.1,26.6,13.6,0.0494,-0.2,-0.8,3.6,4.3,9.3
NNC(=S)NC1CCCCCCCCCCC1,2.8,6.2,7.0,0.082,-1.9,0.7,-1.4,-0.5,4.3
CC(C)(C)NC(=O)COC(=O)c1cncc(Br)c1,1.6,-0.3,15.7,0.119,-0.9,0.0,1.3,0.9,-3.2
Oc1ccccc1/C=N/Nc1nn[nH]n1,1.5,7.0,10.0,-0.827,-0.4,0.4,-1.3,-14.4,8.6
COc1ccc(NC(=O)COC(=O)CCCOc2ccc(Cl)cc2Cl)cc1Cl,6.5,1.2,10.3,-0.418,0.5,0.9,-4.9,-9.4,4.4
COc1ccc(Cl)cc1C(=O)Nc1ccc(N(C)C(C)=O)cc1,-6.0,-0.9,-0.8,.,-0.3,2.7,-5.3,8.9,.
Cc1cccc(C)c1NC(=O)C1(N(C(=O)c2ccccn2)c2ccc(O)cc2)CCCCC1,32.8,20.5,31.6,0.174,0.3,-3.8,2.8,10.1,-25.5
Cc1cc(NS(=O)(=O)c2ccc(NC(=O)C(c3ccccc3)c3ccccc3)cc2)no1,7.5,-21.6,12.4,-0.815,-0.4,-0.1,2.0,1.2,-5.0
COc1ccc(-c2ccc(SCc3ccccn3)nn2)cc1OC,-2.9,22.0,2.3,0.0671,1.3,18.1,3.8,-2.5,5.6
O=[N+]([O-])c1cccc(/C=C/c2nc3ccc([N+](=O)[O-])cc3[nH]2)c1,1.4,1.3,15.8,-0.815,-11.8,1.2,0.3,2.4,7.8
COc1ccc(COC(=O)Nc2c(SC)nsc2SC)cc1,7.6,18.7,4.0,-0.267,1.3,0.6,-11.5,-4.2,22.0
Cc1nn(-c2cc(N3CCCCC3)ccc2[N+](=O)[O-])c(=O)c2ccccc12,5.4,7.5,9.9,-0.661,-0.2,0.4,-2.9,1.0,0.7
O=C1C2C(C(=O)N1/N=C/c1cc([N+](=O)[O-])c(O)cc1O)C1C=CC2C12CC2 (stereo unspecified),0.2,20.9,.,0.146,-0.2,2.2,-2.6,-8.0,8.3
Cc1ccc(-c2nc(NC(=O)CSc3cc(C)c4ccccc4n3)ns2)cc1,9.3,3.4,15.6,0.953,2.0,.,0.2,-29.8,4.4
COc1ccc(NC2CC(=O)N(c3cccc(C)c3)C2=O)cc1 (stereo unspecified),-0.8,0.8,12.6,-0.524,-1.0,0.3,-0.9,-2.3,0.1
Nc1ccccc1C(=O)NC1CCCCNC1=O (stereo unspecified),7.9,7.8,3.8,0.904,1.4,0.6,-1.0,8.9,11.6
C=CCNC(=O)COc1c(C)ccc(C)c1C,3.6,5.4,4.4,.,-0.5,-0.5,-1.6,6.9,.
CNC(=S)N=Nc1c(O)[nH]c2ccccc12,5.6,3.8,8.7,4.14*,-1.8,0.2,-6.1,-17.4,.
COc1ccc(N2CCN(C(=O)CN3CCN(C(c4ccccc4)c4ccccc4)CC3)CC2)cc1,3.6,0.3,-7.3,0.848,2.2,-0.5,0.8,-17.4,1.3
CCCCCCn1cnc2c(c1=O)c1nc3ccccc3nc1n2Cc1cccs1,-2.6,0.8,-2.2,.,0.2,0.1,-4.9,-4.1,2.9
CCOC(=O)NC1CCS(=O)(=O)C1 (stereo unspecified),1.9,-0.7,4.3,0.195,-2.4,-0.1,4.9,3.2,2.7
Cc1ccc(-c2n[nH]c(=S)n2/N=C/C=C\c2ccccc2[N+](=O)[O-])cc1,6.8,-5.3,21.0,7.65*,0.4,1.6,5.3,7.2,1.8
Cc1cccc(NC(=S)N2CCN(c3cc(C)ccc3C)CC2)c1,3.3,-2.2,9.6,0.152,-0.3,-0.5,2.1,-11.7,1.3
CCOC(=O)c1nn(-c2ccccc2)c(C#N)c1NC(=O)c1nn(CC)cc1Br,3.1,6.4,14.5,.,-5.9,0.2,-3.2,-3.0,4.4
Fc1ccccc1CNCCC(Cc1ccccc1)c1ccc2c(c1)OCO2 (stereo unspecified),7.9,-0.5,9.9,0.21,4.8,-0.4,-0.2,-9.6,-5.3

# Part of the list above in another layout:
# Order of results – FXIa inh | Hck Nef HTS | FXIIa inh | Cl transport mod | TNF death inh | L929 necroptosis | Thrombin inh | hK5 inh | Rad51 HR inh
C=CCNC(=O)COc1c(C)ccc(C)c1C
    3.6 | 5.4 | 4.4 | . | -0.5 | -0.5 | -1.6 | 6.9 | .
CNC(=S)N=Nc1c(O)[nH]c2ccccc12
    5.6 | 3.8 | 8.7 | 4.14* | -1.8 | 0.2 | -6.1 | -17.4 | .
COc1ccc(N2CCN(C(=O)CN3CCN(C(c4ccccc4)c4ccccc4)CC3)CC2)cc1
    3.6 | 0.3 | -7.3 | 0.848 | 2.2 | -0.5 | 0.8 | -17.4 | 1.3
CCCCCCn1cnc2c(c1=O)c1nc3ccccc3nc1n2Cc1cccs1
    -2.6 | 0.8 | -2.2 | . | 0.2 | 0.1 | -4.9 | -4.1 | 2.9

# (more compounds)
SMILES,FXIa inh,Hck Nef HTS,FXIIa inh,Cl transport mod,TNF death inh,L929 necroptosis,Thrombin inh,hK5 inh,Rad51 HR inh
Cc1cc(/C=C2\NC(=S)N(C)C2=O)ccc1N1CCCC1,-0.6,-7.5,4.0,6.43*,2.8,1.2,-4.6,.,.
O=C(/C=C/c1ccc(F)cc1)N1CC[C@@]2(O)CCCC[C@H]2C1,-1.9,15.2,12.6,0.493,0.7,-0.2,0.2,0.0,-3.4
Cc1cnccc1NC(=O)c1cccs1,2.0,-0.2,8.4,-0.00584,-0.8,-0.8,-4.5,.,.
CCOC(=O)COc1ccc(S(=O)(=O)NCC2CCCO2)cc1 (stereo unspecified),3.7,8.8,6.7,0.515,-1.1,-0.8,-1.9,-4.1,1.1
CC(C)(C)NC(=O)c1ccccc1NC(=O)c1ccc2c(c1)OCO2,-5.8,-13.1,-4.6,-0.275,0.9,0.3,2.1,-21.6,-4.0
CCOC(=O)N1CCC(NC(=O)C2CCN(C(=O)N3CC(C)Oc4ccccc43)CC2)CC1 (stereo unspecified),4.8,2.7,14.8,0.996,0.3,0.6,5.5,-0.9,3.2
c1ccc(SCc2nc3ccccc3[nH]2)nc1,-0.4,-17.1,5.1,0.397,7.4,0.0,0.6,-15.0,-4.2
CSCC[C@H](NC(=O)Nc1cccc(C(F)(F)F)c1)C(=O)O,-2.5,0.3,6.2,.,0.5,0.9,-17.7,-19.8,-1.1
COc1ccccc1NC(=O)Cc1csc(N)n1,-1.9,3.2,9.9,-0.0515,-0.3,0.0,-3.3,-22.9,2.0
